Assay outcomes deposited in PubChem BioAssay by several laboratories.
HTRA1 inhibitor = HTRA1 (human) protease inhibition. Q92743. recombinant HTRA1, FP-rhodamine activity-based probe, fluorescence polarization. inhibition, % at 5.96 µM. actives 0.5% (n = 340,000). AID 504803; in the data active = inhibition above about 36%;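 also: 0% = enzyme with DMSO and 100% = wells lacking enzyme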
Target sequence (Q92743 whole entry, looked up): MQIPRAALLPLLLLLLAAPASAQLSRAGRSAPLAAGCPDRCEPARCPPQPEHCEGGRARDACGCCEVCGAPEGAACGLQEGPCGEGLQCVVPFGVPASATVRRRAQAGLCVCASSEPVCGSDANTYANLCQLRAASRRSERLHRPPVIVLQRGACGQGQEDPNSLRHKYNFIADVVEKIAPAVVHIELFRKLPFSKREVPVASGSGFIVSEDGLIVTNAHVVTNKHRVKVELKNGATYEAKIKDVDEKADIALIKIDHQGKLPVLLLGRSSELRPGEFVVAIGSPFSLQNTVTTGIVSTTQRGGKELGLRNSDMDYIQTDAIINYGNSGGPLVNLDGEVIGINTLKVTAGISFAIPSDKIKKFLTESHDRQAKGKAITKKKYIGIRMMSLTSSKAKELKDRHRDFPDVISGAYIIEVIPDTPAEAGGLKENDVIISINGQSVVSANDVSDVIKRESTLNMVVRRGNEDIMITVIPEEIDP
LEDGF integ inh = blocks HIV-1 LEDGF/p75-dependent DNA integration; inhibition, % at 3.7 µM; TR-FRET IN-LEDGF/p75 DNA integration, Eu/Cy5; AID 743269; actives 0.64% (n = 370,000);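 active = inhibition above the screen-wide mean plus 3 SD, cut at about 13% in these data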;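 also: signal is the Cy5 over europium emission ratio at 671 and 618 nm; 0% = plate median of compound wells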
PG9 Ab binder = binds the HIV-1 gp120 antibody PG9; TR-FRET gp120-PG9 antibody binding; inhibition, % at 6.7 µM; actives 0.43% (n = 360,000); AID 624416; in the data active = inhibition above about 8.5%
MBD2 inh = blocks human MBD2 binding to methylated DNA | AID 686964 | TR-FRET, MBD2 binding to methylated oligonucleotide | inhibition, % at 4.4 µM | actives 0.31% (n = 370,000); in the data active = inhibition above about 13%
Target sequence (Q9UBB5 whole entry, looked up): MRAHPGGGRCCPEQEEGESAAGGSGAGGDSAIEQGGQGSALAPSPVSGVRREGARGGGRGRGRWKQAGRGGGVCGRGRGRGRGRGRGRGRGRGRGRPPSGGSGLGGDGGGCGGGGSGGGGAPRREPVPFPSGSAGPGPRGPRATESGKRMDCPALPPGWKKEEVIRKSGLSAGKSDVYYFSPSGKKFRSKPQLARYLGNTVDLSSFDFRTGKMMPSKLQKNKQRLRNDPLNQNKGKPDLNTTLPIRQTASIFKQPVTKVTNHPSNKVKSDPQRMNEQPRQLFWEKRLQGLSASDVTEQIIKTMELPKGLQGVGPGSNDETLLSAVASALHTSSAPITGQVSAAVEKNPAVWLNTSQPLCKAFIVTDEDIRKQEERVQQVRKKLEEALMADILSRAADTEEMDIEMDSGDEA
mABHD4 FP = inhibits mouse alpha/beta hydrolase domain 4 | purified mABHD4, FP-Rh probe fluorescence polarization | inhibition, % at 8.92 µM | actives 0.54% (n = 370,000) | AID 720543;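 active = inhibition exceeding the mean over every tested compound plus 3 SD, cut at about 30% in these data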;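 also: 0% = plate median of compound wells and 100% = S159A mutant with DMSO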
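Assay system: Wild-type mouse ABHD4 protein | Medium: HEPES pH 7.0 buffer, 150 mM NaCl, 0.01% Pluronic F-127 | Incubation: Enzyme–compound pre-incubation 45 min, then probe 60 min, both 25 °C | Technique: Fluorescence polarization with parallel and perpendicular emission, 525/598 nm | Evaluation: % inhibition of FP-Rh probe binding versus controls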
NR1D1 modulator = modulators of human Rev-erb alpha DNA binding | P20393 | Rev-erbα–FITC-DNA binding, fluorescence polarization, 90 min | activity, % at 10 µM | actives 0.79% (n = 370,000);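 active = activity above about 14%, limit read from the data; passing the limit was not always enough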;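 also: 0% = DMSO wells with 35 nM protein and 100% = DMSO wells with 750 nM protein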
PRMT1 FP inh = PRMT1 (human) inhibition, primary screen; recombinant PRMT1, activity-based probe fluorescence polarization; AID 652257; inhibition, % at 2.79 µM; actives 1.3% (n = 370,000);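 active = inhibition above about 21% made by adding two undisclosed values, limit read from the data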
UHRF1 binding = human UHRF1 methylated DNA binding inhibitors. UHRF1 binding to methylated oligo, TR-FRET. inhibition, % at 4.4 µM. actives 0.75% (n = 370,000). AID 687016; in the data active = inhibition above about 21%;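 also: UHRF1 SRA domain binding a hemimethylated CpG hairpin DNA probe; 0% = median of test compound wells and 100% = reference inhibitor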
rCAG RNA binder = molecules binding r(CAG) RNA repeats; AID 651821; actives 1.3% (n = 370,000); inhibition, % at 3 µM; r(CAG) RNA repeat, TO-PRO-1 dye displacement fluorescence;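 active = inhibition above the plate cutoff, the mean of all test compounds on that plate plus 3 SD, cut at about 35% in these data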;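 also: 0% = DMSO alone and 100% = 100 µM mitoxantrone as full dye displacement; higher means more dye released from RNA so lower well fluorescence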
TCR CD3 inh = inhibitors of human TCR-CD3 interaction; AID 651800; TAMRA-labeled TCR probe fluorescence, biochemical; inhibition, % at 9.4 µM; actives 0.37% (n = 360,000); in the data active = inhibition above about 19%;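 also: recombinant mutant TCR 2C K166C tagged with TAMRA read by polarization; 0% = receptor in buffer alone and 100% = receptor with positive control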
The depositor's hits bear a star; · = no result given. The list is partial; count on the stated rates, not on these rows.

Results follow in this order: HTRA1 inhibitor	LEDGF integ inh	PG9 Ab binder	MBD2 inh	mABHD4 FP	NR1D1 modulator	PRMT1 FP inh	UHRF1 binding	rCAG RNA binder	TCR CD3 inh
C(=N\Nc1nc(N2CCOCC2)nc(N2CCOCC2)n1)/c1ccncc1
  -1	-4	-0.6	-1	1	1	1	1	-4	8
C#CC1(O)CC(C)N(C)C(C)C1 (stereo not given)
  9	1	2.2	-2	6	0	0	0	-1	-7
C/C(=N\NC(=O)COc1ccc(C#N)cc1)c1ccc(N2CCOCC2)cc1
  -7	0	-1.8	-1	1	-3	-1	1	-2	-2
Nc1nc2sc3c(c2c(=O)s1)CCCC3
  -2	-1	-0.3	0	6	2	-1	-2	2	3
CC1CC1C(=O)Nc1nc(-c2ccccn2)cs1 (stereo not given)
  7	2	-0.2	0	-4	0	-2	-2	-2	2
CC(C)C[C@H]1CNC(=S)N1C[C@H]1CCCN1C[C@H](Cc1ccc(O)cc1)N1C[C@H](CC(C)C)N(CCc2ccccc2)C1=S
  ·	-2	-1.6	0	-8	-9	-2	0	14	2
Cc1ccc(N(CC(=O)N2CCOCC2)S(C)(=O)=O)cc1C
  -1	3	0.3	-2	3	3	-4	1	-2	-1
CC1CCN(c2ccc(NC(=O)c3cccnc3Cl)cc2)CC1
  -4	3	-2.8	-4	2	6	-3	0	-3	5
COc1ccc(OCCn2cnc3ccccc32)cc1
  6	5	-0.7	1	0	-6	-2	-2	-5	5
CCOC(=O)C1(CCSC)NC(c2ccco2)C2C(=O)N(C)C(=O)C21 (stereo not given)
  2	3	-0.3	-1	-1	2	-3	-1	0	2
CN(Cc1cnc2nc(N)nc(N)c2n1)c1ccc(C(=O)NC(CCC(=O)O)C(=O)O)cc1C(F)(F)F (stereo not given)
  6	5	-2.4	1	4	1	2	0	3	5
Cc1ccc(Cl)cc1NC(=O)CON=C(N)c1ccccc1
  -15	-1	0.0	-3	-5	0	-4	-2	2	-8
CCOC(=O)c1ccc(S(=O)(=O)NCCN(CC)CC)cc1
  -8	3	0.8	-1	-4	1	-5	2	-2	-3
CSc1sc(C(=O)O)c2c1C(=O)CC(C)(C)C2
  -5	1	1.7	5	-17	-5	6	4	3	0
CC(C)N1CCN(Cc2ccc(C#CCCO)cc2)CC1CCO (stereo not given)
  -2	2	-0.8	8	-9	4	6	5	-5	-2
COCCNC(=O)CCc1c(C)nc2c(c(C)nn2-c2ccc(C)c(C)c2)c1C
  7	-5	-1.2	5	1	-10	2	1	-4	-5
COc1ccc(N(C(=O)Cc2cccs2)C(C(=O)NC2CCCCC2)c2cccn2C)cc1 (stereo not given)
  0	-1	-0.1	-5	0	1	-3	-4	-4	5
C=CCOC(=O)C1=C(C)OC(N)=C(C#N)C1c1ccccc1F (stereo not given)
  -1	11	-1.9	10	-10	-3	2	2	1	7
Cc1ccc(N(CC(=O)Nc2ccc(F)c(Cl)c2)S(=O)(=O)c2c(C)noc2C)cc1
  0	0	-1.4	-7	8	4	1	0	3	7
Cc1cc(NCCCN(C)C)n2c(nc3ccccc32)c1C#N
  3	-5	-0.4	3	7	-5	3	11	2	-9
O=c1cc(CSc2nnc(COc3cccc4ccccc34)o2)c2ccccc2[nH]1
  -2	2	0.6	2	-4	-8	0	0	5	7
Cc1cc(C(=O)CN2CCC(C)CC2)c(C)n1-c1ccccc1F
  3	-5	-1.9	7	-13	8	3	4	0	-3
COc1ccccc1C(=O)NCCC(=O)NCc1ccncc1
  2	1	-0.6	1	2	-4	1	1	2	-2
COc1cc(C(=O)NCc2ccccn2)ccc1OCc1c(C)noc1C
  -1	1	-0.6	1	2	-1	7	1	-5	1
COc1cc(C(=O)N/C(=C\c2cn(C)c3ccccc23)C(=O)NCCCN2CCOCC2)cc(OC)c1OC
  4	-2	-4.5	-2	4	-8	-2	-2	-2	-2
O=C(NCCc1ccccc1)C(=O)NN=C1CCCC1
  -1	2	2.2	6	-6	4	1	6	-2	-5
COc1ccc(C(=O)CCC(=O)Nc2cccc(Cl)c2)cc1
  -7	8	1.0	0	-5	3	-2	-3	4	-4
O=C(c1ccccc1)c1ccccc1NC(=O)C1CCCN1Cc1ccccc1 (stereo not given)
  -11	-2	-1.4	-6	-2	3	0	-1	-4	-1
CN1C(=O)NC(NC(=O)c2ccncc2)(C(F)(F)F)C1=O (stereo not given)
  1	-2	0.7	1	6	-1	-4	2	-3	0
Cc1cc(N2C(=O)C(O)=C(C(=O)c3ccco3)C2c2ccc([N+](=O)[O-])cc2)no1 (stereo not given)
  -4	1	-0.2	2	5	7	3	-1	13	8

Sorted by value in TCR CD3 inh (rising): 4 from the list above
SMILES	TCR CD3 inh
CCOC(=O)c1ccc(S(=O)(=O)NCCN(CC)CC)cc1	-3
O=C(c1ccccc1)c1ccccc1NC(=O)C1CCCN1Cc1ccccc1 (stereo not given)	-1
CCOC(=O)C1(CCSC)NC(c2ccco2)C2C(=O)N(C)C(=O)C21 (stereo not given)	2
CN(Cc1cnc2nc(N)nc(N)c2n1)c1ccc(C(=O)NC(CCC(=O)O)C(=O)O)cc1C(F)(F)F (stereo not given)	5

Later entries.
Results follow in this order: HTRA1 inhibitor	LEDGF integ inh	PG9 Ab binder	MBD2 inh	mABHD4 FP	NR1D1 modulator	PRMT1 FP inh	UHRF1 binding	rCAG RNA binder	TCR CD3 inh
Cc1ccc(N2CC(C(=O)Nc3ccc4c(c3)OCCO4)CC2=O)cc1 (stereo not given)
  2	-3	-1.9	4	-1	-3	3	7	-1	-2
CCOc1ccc(CN2CCN(Cc3cnc(-c4ccccc4)s3)CC2CCO)cc1 (stereo not given)
  -6	-2	0.8	8	-10	1	-1	5	-4	4
COc1ccc(C=NNC(=O)CCCC(=O)NN=Cc2ccc(OC)c(O)c2)cc1O
  -1	-4	-2.5	-6	2	1	-1	-1	3	-2
COc1ccc(C=C(NC(=O)c2ccccc2)C(=O)O)cc1OC
  2	2	2.2	-3	-3	2	-2	-1	0	-3
CC(=N\NC(=O)c1ccc([N+](=O)[O-])cc1)/C(=N/O)C(=O)Nc1ccccc1
  14	-5	-1.9	2	6	-3	3	1	1	-3
CCCCCCCCCCCCCCCCn1cc[n+](C)c1
  66*	3	-2.5	-1	44*	4	2	10	4	-4
CN(C[C@H](Cc1ccccc1)N(C[C@@H](Cc1cccc2ccccc12)N(CCc1ccccc1)N=O)N=O)N=O
  -5	1	-1.3	-3	-1	-2	-2	1	9	-1
Clc1ccccc1CN1CCN(/N=C/C=C/c2ccco2)CC1
  1	3	-3.1	2	8	8	-1	-1	3	7
NC(N)=NS(=O)(=O)c1ccc(N=C2C(=O)Nc3ccccc32)cc1
  10	3	-1.3	-6	-1	-15	-2	-5	1	-1
COc1ccc(Br)cc1CNC(=O)C1CCCN(c2nc3ccccc3o2)C1 (stereo not given)
  0	1	-3.6	3	3	-3	1	-3	4	0
CCc1ccc(NC(=O)CCC(=O)c2ccccc2)cc1
  -3	0	-0.2	3	4	-2	-1	0	3	-1
Nc1c2c(nc3cccc(Cl)c13)N(c1ccccc1)CC2
  -3	2	0.3	4	2	6	-1	-1	6	1
Cc1cccc(-c2cccc3c4c([nH]c23)[C@@H]2C[C@H](N(C)C(=O)c3ccccc3C)[C@H]([C@H](C)O)C(=O)N2CC4)c1
  ·	2	·	-3	3	-1	1	-1	8	·
COc1ccc(OCCNc2cc(N3CCCCC3)ccc2[N+](=O)[O-])cc1
  -4	-3	-0.5	3	0	10	-1	1	3	4
COC(=O)c1cc(NC(=O)COC(=O)CCc2nc3ccccc3c(=O)[nH]2)cc(C(=O)OC)c1
  -2	-1	-0.4	2	5	0	0	-1	2	3
NC(=O)c1oc2ccccc2c1NC(=O)CS(=O)(=O)c1ccccc1
  0	-1	-0.4	0	-3	0	2	-1	1	2
COc1ccc(C2C(C#N)=C3NC(=O)c4c(sc5c4CCCCC5)N3C3=C2C(=O)CC(C)(C)C3)cc1 (stereo not given)
  6	3	-2.2	2	1	4	5	-2	15	-5
COc1cc(/C=N/n2cnnc2)ccc1OCCSc1ccc(C)cc1
  -7	-2	1.1	7	-23	4	3	6	4	1

One compound at a time, from the list above. Values in the order: HTRA1 inhibitor | LEDGF integ inh | PG9 Ab binder | MBD2 inh | mABHD4 FP | NR1D1 modulator | PRMT1 FP inh | UHRF1 binding | rCAG RNA binder | TCR CD3 inh
`CCc1ccc(NC(=O)CCC(=O)c2ccccc2)cc1` reads -3 | 0 | -0.2 | 3 | 4 | -2 | -1 | 0 | 3 | -1
`COc1ccc(Br)cc1CNC(=O)C1CCCN(c2nc3ccccc3o2)C1` (stereo not given) reads 0 | 1 | -3.6 | 3 | 3 | -3 | 1 | -3 | 4 | 0

As entered above.
Under UHRF1 binding, `CC(=N\NC(=O)c1ccc([N+](=O)[O-])cc1)/C(=N/O)C(=O)Nc1ccccc1` has 1
Under HTRA1 inhibitor, `COc1ccc(C=C(NC(=O)c2ccccc2)C(=O)O)cc1OC` has 2
Under PG9 Ab binder, `COc1ccc(OCCNc2cc(N3CCCCC3)ccc2[N+](=O)[O-])cc1` has -0.5
Under PRMT1 FP inh, `COC(=O)c1cc(NC(=O)COC(=O)CCc2nc3ccccc3c(=O)[nH]2)cc(C(=O)OC)c1` has 0
